Screens: PubChem, several laboratories
NR2F2 inh = NR2F2 (human) inhibition, primary screen; inhibition, % at 8.6 µM; P24468; HEK293T NGFI-A luciferase reporter, luminescence; 0.7% of 370,000 active;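 active = inhibition above a per-plate cutoff, mean inhibition of test wells between control levels plus 3 SD, cut at about 38% in these data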;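 also: cells cotransfected with COUP-TFII expression vector driving the NGFI-A reporter; 0% = median of COUP-TF2 test wells and 100% = reporter-only cells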
Target sequence (P24468 whole entry, looked up): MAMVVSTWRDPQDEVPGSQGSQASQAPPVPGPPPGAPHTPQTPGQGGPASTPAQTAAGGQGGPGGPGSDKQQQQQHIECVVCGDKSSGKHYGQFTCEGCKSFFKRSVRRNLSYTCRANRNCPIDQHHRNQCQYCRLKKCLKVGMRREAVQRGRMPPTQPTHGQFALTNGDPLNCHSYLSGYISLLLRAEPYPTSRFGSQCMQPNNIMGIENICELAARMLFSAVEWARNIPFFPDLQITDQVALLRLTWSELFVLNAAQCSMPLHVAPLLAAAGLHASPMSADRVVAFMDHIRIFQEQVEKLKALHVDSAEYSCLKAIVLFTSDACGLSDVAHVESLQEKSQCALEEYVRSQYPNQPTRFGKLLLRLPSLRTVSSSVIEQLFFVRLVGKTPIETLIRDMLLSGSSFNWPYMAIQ
C8 TRAIL sens = sensitizes caspase-8 expressing cells to TRAIL; inhibition (viability loss, TRAIL sensitization), % at 10 µM; NB7+C8 cells + TRAIL, ATPlite viability luminescence; 1% of 360,000 active;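 active = compounds causing at least 50% loss of cell viability in the single-dose screen, relative to plate controls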
NR5A2 inv ag = inverse agonists of human LRH-1 (NR5A2); HEK293T StAR-luciferase reporter, LRH-1 transfected, 24 h; O00482; 0.13% of 360,000 active; inhibition, % at 3.6 µM; AID 602396;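 active = inhibition above the mean inhibition of all tested compounds plus 3 SD, cut at about 73% in these data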;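 also: 0% = DMSO wells and 100% = reporter-only cells lacking LRH-1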
Target sequence (O00482 whole entry, looked up): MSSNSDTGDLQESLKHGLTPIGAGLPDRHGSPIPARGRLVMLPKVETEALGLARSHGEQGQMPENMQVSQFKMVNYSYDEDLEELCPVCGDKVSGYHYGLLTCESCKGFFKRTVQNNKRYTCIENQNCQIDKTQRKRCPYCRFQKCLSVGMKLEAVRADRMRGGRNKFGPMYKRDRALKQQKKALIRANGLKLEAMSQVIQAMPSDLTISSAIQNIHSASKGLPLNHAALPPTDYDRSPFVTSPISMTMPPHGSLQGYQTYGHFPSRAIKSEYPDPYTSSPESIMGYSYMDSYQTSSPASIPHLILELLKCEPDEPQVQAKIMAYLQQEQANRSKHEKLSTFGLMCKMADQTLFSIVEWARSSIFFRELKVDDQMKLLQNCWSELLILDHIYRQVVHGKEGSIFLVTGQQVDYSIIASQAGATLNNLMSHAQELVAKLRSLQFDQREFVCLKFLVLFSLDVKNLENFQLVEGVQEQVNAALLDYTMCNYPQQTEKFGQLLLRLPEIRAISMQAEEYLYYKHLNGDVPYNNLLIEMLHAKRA
EBV LMP1 NFkB = Epstein-Barr LMP1 NF-kappaB reporter inhibition. LMP1-induced NF-kappaB luciferase reporter cells, luminescence. inhibition, % at 12.5 µM. 0.69% of 350,000 active; in the data active = inhibition above about 41%;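 also: 0% = neutral control wells and 100% = reference inhibitor control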
SRC3 inh = human NCOA3 inhibition | Q9Y6Q9 | 0.17% of 360,000 active | inhibition, % at 3.6 µM | HEK293 GAL4-SRC3 luciferase reporter, luminescence;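 active = inhibition above a per-campaign cutoff, the mean of all compounds plus 3 SD, cut at about 60% in these data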;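 also: 0% = DMSO-treated cells and 100% = gossypol-treated cells at 36 µM; higher means less SRC3-driven luciferase light from the GAL4 reporter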
TWEAK Fn14 block = inhibitors of TWEAK-Fn14 interaction signaling; TWEAK-stimulated Fn14 reporter cells, luciferase luminescence, 8 h; inhibition, % at 10 µM; AID 1159606; 2% of 360,000 active; in the data active = inhibition above about 50%
CF NFkB inh = blocks PAF-induced NF-kB reporter in cystic fibrosis cells. 0.86% of 360,000 active. inhibition, % at 5 µM. AID 588850. KKLEB NF-kB-GFP reporter, GFP fluorescence overnight;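 active = at least 50% inhibition at 5 µM, scaled per plate between neutral and stimulator controls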;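 also: PAF is a Pseudomonas aeruginosa culture filtrate used as stimulus; plate controls were PAF-stimulated DMSO wells for no effect and unstimulated DMSO wells for full effect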
SRC1 inh = inhibits human SRC1 coactivator; Q15788; HEK293 GAL4-SRC1 luciferase reporter, luminescence; inhibition, % at 3.6 µM; 0.12% of 360,000 active;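 active = inhibition above the campaign mean plus 3 SD, with each screening campaign given its own cutoff, cut at about 60% in these data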;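 also: 0% = DMSO treated cells and 100% = gossypol at 36 µM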
TROY NFkB inh = inhibitors of TROY-dependent NF-kB signaling; Q293 LMP1-TROYcd NF-kB luciferase reporter, 4 h; inhibition, % at 10 µM; 0.98% of 360,000 active; AID 1347056;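 active = compounds whose plate-normalised and pattern-corrected inhibition of the luciferase reporter signal at the single screening dose is 50% or more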
KKLEB tox = CF airway cell cytotoxicity counter-screen; 0.36% of 360,000 active; KKLEB CF airway cells viability, ATPlite luminescence, overnight; active compounds read low; cells stimulated with P. aeruginosa culture filtrate; activity change (cytotoxicity), % at 5 µM;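 active = corrected activity change at or below -50% at 5 µM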
SRC2 inh = inhibits human steroid receptor coactivator 2. AID 651957. 0.17% of 370,000 active. inhibition, % at 9 µM. HEK293 GAL4-SRC2 luciferase reporter, luminescence. Q15596;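 active = inhibition above the mean inhibition of all tested compounds plus 3 SD, set per campaign, cut at about 52% in these data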;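 also: 0% = DMSO treated cells and 100% = cells given Gossypol at 36 µM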
Starred values were filed as active, the others as inactive; . = no result given. This is a random part of the collection; about 4.2% have a hit in one of these screens.

No.	canonical_smiles	TROY NFkB inh	CF NFkB inh	TWEAK Fn14 block	C8 TRAIL sens	NR2F2 inh	SRC2 inh
1	CCN(C[C@H]1N[C@@](C)(C(=O)OC)[C@H]2C(=O)N(C)C(=O)[C@@H]12)C(=O)C1CCCCC1	-8	-10	9	-4	-16	17
2	Oc1ccc2ccccc2c1C=NNc1ccccn1	-44	77*	16	28	7	-37
3	Cc1cccc(NC(=O)COC(=O)c2nn(C)c(=O)c3ccccc23)c1C	-2	7	11	0	4	6
4	CC(C#N)Sc1ccc(S(=O)(=O)N(C)C2CCCCC2)cn1 (stereo unspecified)	-3	11	0	-6	13	1
5	COc1ccc(/C=C/c2nc(-c3ccccc3O)n[nH]2)cc1	-7	-9	-52	23	-57	-36
6	CCOc1ccc(C2CC(c3ccccc3C)n3nc(N)nc3N2)cc1 (stereo unspecified)	11	-7	-5	-16	7	7
7	CCOc1ccc(N(CC(=O)Nc2ccccc2C(=O)NC(C)CC)S(C)(=O)=O)cc1 (stereo unspecified)	-14	10	-13	-1	-19	-8
8	COc1ccc(N(C(=O)c2ccco2)C(C(=O)NC2CCCC2)c2cc(OC)c(OC)c(OC)c2)cc1 (stereo unspecified)	5	-6	-8	1	6	-12
9	O=C(c1ccc(S(=O)(=O)N2CCCCCC2)cc1)N1CCN(c2ccccc2)CC1	22	-8	7	12	20	3
10	CC(C)NC(=O)C1(C)CCN1Cc1cccc(C#N)c1 (stereo unspecified)	1	-17	5	-6	11	1
11	CCOc1ccc(OCC)c(NC(=O)CCn2c(=O)oc3ccccc32)c1	13	-5	4	-5	13	-5
12	CC1C(=O)N2CCCc3cc(S(=O)(=O)Nc4ccccc4F)cc1c32 (stereo unspecified)	10	18	12	5	7	-1
13	CCc1c(C)nc(SC(C(=O)O)c2ccccc2)c(C#N)c1C (stereo unspecified)	-7	-1	-16	1	14	-2
14	Cc1cccc([C@@H]2[C@@H]3C(=O)N(Cc4ccccc4)C(=O)[C@@H]3[C@]3(C)C(=O)N(c4cccc(Cl)c4)C(=O)N23)c1	11	11	21	1	8	-7
15	c1ccc2[nH]c(-c3cscn3)nc2c1	-27	18	-8	2	-26	-45

No.	NR5A2 inv ag	SRC1 inh	EBV LMP1 NFkB	SRC3 inh	KKLEB tox
1	-1	5	-2	-8	6
2	-7	-39	58*	-24	-81*
3	13	-2	2	12	-10
4	-16	0	2	2	-26
5	-133	-156	7	-82	7
6	-8	14	-4	2	11
7	15	-11	-47	5	4
8	4	8	5	-7	10
9	-1	-14	2	3	-1
10	22	12	.	5	9
11	-1	-4	15	2	15
12	-6	1	-5	2	3
13	13	1	-3	-6	13
14	17	-8	-2	-6	6
15	-43	-40	-8	-28	26

CF NFkB inh: entries above that show a hit.
| No. | SMILES | CF NFkB inh | TWEAK Fn14 block | NR2F2 inh | SRC2 inh | NR5A2 inv ag | SRC1 inh | EBV LMP1 NFkB | SRC3 inh |
| --- | --- | --- | --- | --- | --- | --- | --- | --- | --- |
| 2 | Oc1ccc2ccccc2c1C=NNc1ccccn1 | 77* | 16 | 7 | -37 | -7 | -39 | 58* | -24 |

Additional records:
No.	canonical_smiles	TROY NFkB inh	CF NFkB inh	TWEAK Fn14 block	C8 TRAIL sens	NR2F2 inh	SRC2 inh
16	Cc1ccc(OCC(=O)Nc2cc(C(C)(C)C)on2)cc1C	-48	5	-22	-7	-27	-27
17	c1ccc(-c2csc3nnc(SCc4ccc5c(c4)OCO5)n23)cc1	20	40	-11	-3	26	2
18	COc1cc(C=c2c3ccccc3n3c2cc(-c2ccccc2)[n+]3C)cc(OC)c1OC	8	22	17	21	38*	-3
19	C/C(=N/NC(=O)c1ccc(C(C)(C)C)cc1)c1cccnc1	-25	-13	-16	17	2	-2
20	CC(=O)Nc1ccc(SC[C@H](C)CN2CC[C@H](O)CCC2=O)cc1	-11	0	-5	-1	7	-13
21	O=C(NCc1ccco1)/C(=C/c1ccc(Cl)cc1)NC(=O)c1ccco1	0	9	-3	-5	-11	-6
22	COc1ccc(CNC(=O)C2CCC(=O)N2C(C)C)c(OC)c1 (stereo unspecified)	13	-15	1	2	1	9
23	NC(=O)Nc1cc(Cl)ccc1Cl	-9	-4	-26	0	19	2
24	COc1ccc(C(=O)N2CCN(C(C)=O)CC2)cc1S(=O)(=O)NCc1ccc(Cl)cc1	7	1	-14	-7	-17	-39
25	CCc1ccccc1NC(=O)C1CCCN(S(=O)(=O)c2c(C)noc2C)C1 (stereo unspecified)	12	1	-4	-2	19	-4
26	CN1C(=O)CSc2ccc(NC(=O)NCc3cccnc3)cc21	6	10	22	-17	-21	4
27	Cc1cc(=O)oc2cc(OCC(=O)N3CCN(C(=O)C4COc5ccccc5O4)CC3)c(Cl)cc12 (stereo unspecified)	-26	-16	-19	-5	6	0
28	Cc1ccc(S(=O)(=O)N/N=C/c2ccc(C(=O)O)cc2)cc1	3	-6	10	-5	11	-26
29	CC(Nc1nc(-c2ccc(F)cc2)cs1)c1nc2cc(Cl)c(Cl)cc2n1CCCO (stereo unspecified)	7	8	20	10	-2	3
30	CCOc1ccc(CCNC(=O)c2cc(C)nc3ccccc23)cc1OCC	8	9	-1	-2	3	-10

No.	NR5A2 inv ag	SRC1 inh	EBV LMP1 NFkB	SRC3 inh	KKLEB tox
16	-1	1	8	-4	-12
17	20	13	-12	11	-11
18	10	-9	7	13	-26
19	-5	-10	.	5	12
20	12	8	5	3	8
21	-4	-11	-1	11	-21
22	9	18	-5	27	7
23	7	13	1	15	-2
24	-5	6	-11	8	0
25	-11	-2	-2	15	-5
26	2	-5	-3	3	-6
27	23	-8	6	17	7
28	-3	-5	1	3	4
29	-4	-14	6	2	-22
30	6	-8	0	-1	-9

(listing goes on)
No.	canonical_smiles	TROY NFkB inh	CF NFkB inh	TWEAK Fn14 block	C8 TRAIL sens	NR2F2 inh	SRC2 inh
31	COc1ccc(C(=O)NCCN2CCCC2)cc1[N+](=O)[O-]	8	-8	3	3	-1	-13
32	Cc1ccc(CSCCNC(=O)c2cccc([N+](=O)[O-])c2)cc1	13	0	-11	1	7	-6
33	CNC(=S)NNC(=O)Cc1ccc(OC)c(OC)c1	-4	8	-15	-17	-3	-4
34	COc1cccc(NC2=CC(=O)CC(C)(C)C2)c1	-15	-12	-6	-13	0	-4
35	Cc1ccc2c(c1)N(Cc1cccc(C#N)c1)C=NS2(=O)=O	0	-5	1	3	-5	-21
36	Cc1cc(-c2csc(N)n2)c(C)n1-c1ccc(Cl)c(Cl)c1	-16	8	24	-9	-2	14
37	Cc1nnc(SCC(=O)N/N=C/c2ccc(-c3ccc(C)c(Cl)c3)o2)s1	-11	14	21	4	-5	-12
38	COc1ccc(NC(=O)CSCC(=O)NCc2cccc(C(F)(F)F)c2)cc1	-13	-8	1	4	-6	-3
39	CC1(C)CC(=O)C(N=Nc2cc(Cl)c(Cl)c(Cl)c2)=C(O)C1	-43	0	-16	23	4	-4
40	Cc1ccc2ccccc2c1NC(=O)CNCc1ccccc1	-8	-8	20	-6	20	-1
41	CCn1cc([N+](=O)[O-])c(C(=O)Nc2ccc(Br)cn2)n1	-51	14	-1	-15	19	14
42	CC(=O)c1ccc(NC(=O)C2CCCN(c3ncnc4c3nc3n4CCCCC3)C2)cc1 (stereo unspecified)	17	-19	17	11	-14	-17
43	CC(=O)c1ccc2c(c1)C1C=CCC1C(C(=O)O)N2 (stereo unspecified)	-3	-1	-5	-1	-15	-37
44	N#Cc1nc(Cc2ccccc2)oc1N1CCCC1	-27	0	-9	-7	-24	-10
45	CCN(C[C@H]1N[C@@](C)(C(=O)OC)[C@H]2C(=O)N(Cc3ccccc3)C(=O)[C@@H]12)C(=O)c1ccccc1	9	0	15	3	-3	-13

No.	NR5A2 inv ag	SRC1 inh	EBV LMP1 NFkB	SRC3 inh	KKLEB tox
31	-6	7	-11	-4	-4
32	10	15	3	26	-4
33	4	-1	-1	-3	-3
34	6	4	-13	7	3
35	-1	-73	-6	-1	3
36	0	-1	-6	-1	8
37	-7	-43	-9	-4	-6
38	13	-7	-10	16	1
39	7	3	1	-13	-11
40	17	3	1	0	-8
41	-8	-17	2	-3	-1
42	16	10	-2	-3	2
43	-7	-13	-1	9	-16
44	-35	-18	-4	-27	8
45	-8	1	-1	-2	-9

Taken from above:
For CF NFkB inh, compound 34 is listed with -12
For SRC3 inh, compound 42 is listed with -3

Continuation:
No.	canonical_smiles	TROY NFkB inh	CF NFkB inh	TWEAK Fn14 block	C8 TRAIL sens	NR2F2 inh	SRC2 inh
46	O=C(Nc1cccnc1Cl)c1cccc(S(=O)(=O)N2CCOCC2)c1	-9	21	-12	-14	-45	-11
47	Cc1occc1C(=O)Nc1cccc(C(F)(F)F)c1	-9	-2	-2	24	10	-19
48	Cc1ccc(OCC(O)CN2CCOCC2)c(C)c1 (stereo unspecified)	-12	-3	-1	-3	4	-3
49	COc1ccc(C2N(c3cc(Cl)ccc3OC)C(=O)C3CCCN32)cc1OC (stereo unspecified)	-2	12	-7	14	4	-34
50	Cc1cc(C)c2cc(CN(CCO)C(=O)Nc3ccc(F)cc3)c(=O)[nH]c2c1	27	-5	2	0	-4	17
51	COC(=O)COc1ccc(-n2cnnn2)cc1	3	8	10	4	2	21
52	COC(=O)c1[nH]c(C)c(/C(O)=C2\C(=O)C(=O)N(CCN(C)C)C2c2ccccc2OC)c1C (stereo unspecified)	11	-2	11	-6	-6	9
53	CCC(=O)c1ccc(OCC(=O)OCC(=O)Nc2cccc(S(=O)(=O)N3CCOCC3)c2)cc1	0	4	15	-9	9	-13
54	Nc1ccccc1-c1nnc(SCC(=O)Nc2ccccc2OC(F)F)[nH]c1=O	-8	14	-7	-17	-8	-18

No.	NR5A2 inv ag	SRC1 inh	EBV LMP1 NFkB	SRC3 inh	KKLEB tox
46	11	-15	-2	-5	-2
47	1	3	2	-7	-5
48	0	-1	-6	-18	-11
49	-22	-3	2	-3	-1
50	7	7	-3	-3	-6
51	10	-8	-7	22	-7
52	0	16	1	4	2
53	-13	-4	-6	-4	-9
54	-21	-10	-2	4	4

Part of the list above, set out differently:
cpd | SMILES | TROY NFkB inh | CF NFkB inh | TWEAK Fn14 block | C8 TRAIL sens | NR2F2 inh | SRC2 inh | NR5A2 inv ag | SRC1 inh | EBV LMP1 NFkB | SRC3 inh | KKLEB tox
49 | COc1ccc(C2N(c3cc(Cl)ccc3OC)C(=O)C3CCCN32)cc1OC (stereo unspecified) | -2 | 12 | -7 | 14 | 4 | -34 | -22 | -3 | 2 | -3 | -1
50 | Cc1cc(C)c2cc(CN(CCO)C(=O)Nc3ccc(F)cc3)c(=O)[nH]c2c1 | 27 | -5 | 2 | 0 | -4 | 17 | 7 | 7 | -3 | -3 | -6
51 | COC(=O)COc1ccc(-n2cnnn2)cc1 | 3 | 8 | 10 | 4 | 2 | 21 | 10 | -8 | -7 | 22 | -7
52 | COC(=O)c1[nH]c(C)c(/C(O)=C2\C(=O)C(=O)N(CCN(C)C)C2c2ccccc2OC)c1C (stereo unspecified) | 11 | -2 | 11 | -6 | -6 | 9 | 0 | 16 | 1 | 4 | 2
53 | CCC(=O)c1ccc(OCC(=O)OCC(=O)Nc2cccc(S(=O)(=O)N3CCOCC3)c2)cc1 | 0 | 4 | 15 | -9 | 9 | -13 | -13 | -4 | -6 | -4 | -9
